UDG counter = UDG inhibition counter-screen; FRET deamination/UDG coupled assay, UDG read, 4 h; Potency, µM (series often up to 115 µM), without a hit: at the top dose activity change, negative = inhibition, hits mostly inhibitors; 91,000 compounds, 0.14% hits; also: nearly all actives have a fitted effect of over 65% in size
AID inhibitor = blocks human AID cytidine deaminase activity; AID 1347428; AID deamination FRET fluorescence, UDG-coupled, 4 h; Q9GZX7; 91,000 compounds, 0.32% hits; Potency, µM (series often up to 115 µM), for the others: top-dose activity change, negative = inhibition, actives largely listed as inhibitors; also: nearly all actives have a fitted effect of over 25% in size
Target sequence (Q9GZX7 whole entry, looked up): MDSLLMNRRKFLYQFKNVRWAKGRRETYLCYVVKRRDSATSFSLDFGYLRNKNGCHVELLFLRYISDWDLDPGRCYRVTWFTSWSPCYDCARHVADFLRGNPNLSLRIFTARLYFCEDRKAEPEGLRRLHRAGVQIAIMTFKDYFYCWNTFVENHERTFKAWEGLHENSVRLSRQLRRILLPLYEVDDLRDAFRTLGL
Active calls of the source: *; ? = inconclusive; & = joins results of further samples; [ ] = remark or other dose. Calls follow the shape of the dose curve; as a rule, active = well fitted curve in the direction sought with a large enough effect; inconclusive = small, poorly fitted or top-dose-only effect, or another doubt; inactive = no such curve, though single readings can be large; an effect the other way counts as inactive or inconclusive. % is scaled to controls: 0 for no effect and ±100 for the full control effect; potency is read from the fitted curve at half-maximal effect. These rows are one share of the data, so the mix of outcomes need not match the whole.

SMILES | UDG counter | AID inhibitor
Cc1nnc(N2C(=O)c3oc4ccccc4c(=O)c3C2c2ccc(C(C)(C)C)cc2)s1 (configuration not stated) | -3%[57.5 µM] | 33%[activator][57.5 µM]
CC(C)NC(=O)NC(=O)CSc1nc(-c2ccco2)nc2ccccc12 | -3% | -8%
CCOc1cccc(/C=C(/C#N)c2nc3ccccc3[nH]2)c1 | -10% | -6%
COc1ccc(-n2c(=O)c3c4c(sc3n(Cc3ccccc3C)c2=O)CCCC4)c(OC)c1 | -19% | ?
Cc1cc(C)c(NC(=O)COCc2cc(-c3cccs3)on2)c(C)c1 | 0% | ?
CSc1ccc(CNC(=O)CN=C2NS(=O)(=O)C(c3ccc(C)c(C)c3)=C2C)cc1 | 3% | -5%
Cc1cc(S(=O)(=O)N2CCCC2c2nnc3ccccn23)ccc1Br (configuration not stated) | -8% | -3%
Cc1ccc(C)c(OCC(O)Cn2nc(-c3cccs3)oc2=O)c1 (configuration not stated) | -20% | -19%
COC(=O)CNc1cc(C(=O)OC)cc(C(=O)OC)c1 | -7% | -3%
CCn1cnc2c1c(=O)n(CC(=O)Nc1c(C)cccc1C)c(=O)n2Cc1ccccc1 | -6% | -4%
CC(C)n1nc(C(=O)Nc2ccc(Br)cc2F)c2ccccc2c1=O | -7% | -1%
CC1CCN(S(=O)(=O)c2ccc3c(c2)N(CC(=O)NCc2ccccc2Cl)C(=O)CS3)CC1 | -5% | -9%
CN(CC(=O)Nc1cccc(F)c1)S(=O)(=O)c1ccc2c(c1)n(C)c(=O)c(=O)n2C | 5% | -10%
COc1cccc(N2CC(NC(=O)c3ccc(S(=O)(=O)N4CCOCC4)cc3)CC2=O)c1 (configuration not stated) | 14%&-7% | -5%&-19%
O=C(Nc1ccc(Cl)cc1C(F)(F)F)c1cccc(F)c1 | 1% | 3%
O=C(O)CCC(=O)NCCN1CCCC1 | 0% | -4%
COC(=O)c1sc2cccc(F)c2c1S(=O)(=O)Nc1ccc(C)cc1Cl | -2% | -11%
O=C(NCc1ccccc1Cl)c1ccccc1NC(=O)c1nsc2ccccc12 | -1% | 4%
Cc1ccc(NC(=O)Cn2c(=O)oc3cc(S(=O)(=O)N4CCCCC4)ccc32)c(C)c1 | -26% | 0%
Cc1ccc(CSc2nnc(-n3c(=O)c(C#N)cc4c(=O)n5cccc(C)c5nc43)s2)cc1 | 24% | -4%

Entries above that contain a cyano group (two):
SMILES | UDG counter | AID inhibitor
CCOc1cccc(/C=C(/C#N)c2nc3ccccc3[nH]2)c1 | -10% | -6%
Cc1ccc(CSc2nnc(-n3c(=O)c(C#N)cc4c(=O)n5cccc(C)c5nc43)s2)cc1 | 24% | -4%

Random excerpt: three records from the list
SMILES | UDG counter | AID inhibitor
CC1CCN(S(=O)(=O)c2ccc3c(c2)N(CC(=O)NCc2ccccc2Cl)C(=O)CS3)CC1 | -5% | -9%
Cc1cc(S(=O)(=O)N2CCCC2c2nnc3ccccn23)ccc1Br (configuration not stated) | -8% | -3%
COc1ccc(-n2c(=O)c3c4c(sc3n(Cc3ccccc3C)c2=O)CCCC4)c(OC)c1 | -19% | ?

Back to the main list, repeating the five entries before the break.
SMILES | UDG counter | AID inhibitor
O=C(O)CCC(=O)NCCN1CCCC1 | 0% | -4%
COC(=O)c1sc2cccc(F)c2c1S(=O)(=O)Nc1ccc(C)cc1Cl | -2% | -11%
O=C(NCc1ccccc1Cl)c1ccccc1NC(=O)c1nsc2ccccc12 | -1% | 4%
Cc1ccc(NC(=O)Cn2c(=O)oc3cc(S(=O)(=O)N4CCCCC4)ccc32)c(C)c1 | -26% | 0%
Cc1ccc(CSc2nnc(-n3c(=O)c(C#N)cc4c(=O)n5cccc(C)c5nc43)s2)cc1 | 24% | -4%
COc1ccc2c(c1)c(CC(=O)O)c(C)n2C(=O)c1ccccc1 | -8% | -7%
COc1ccc(C(C)=O)cc1CSCc1coc(-c2ccc(F)cc2)n1 | -10% | -11%
COc1cc(NS(=O)(=O)c2ccc3[nH]c(=O)[nH]c3c2)cc(OC)c1 | -4% | 36%[activator]
COc1ccc(-c2cn3c(n2)sc2cc(C(=O)NCCC4=CCCCC4)ccc23)cc1 | 3%[57.5 µM] | -12%
O=C(COc1ccccc1-c1nc(-c2ccccc2)no1)Nc1ccccc1[N+](=O)[O-] | 2% | -10%
Cc1cc(NC(=O)c2cc(-c3ccc(Cl)cc3)on2)nn1Cc1ccc(Cl)cc1 | -2%[57.5 µM] | -2%[57.5 µM]
COc1cccc(-c2ccc(C#N)c(SCC(=O)Nc3ccc(C(C)=O)cc3)n2)c1 | 0% | -6%
Cc1ccc(NC(=O)CN2C(=O)C3(SCC(=O)N3c3cccc(Cl)c3)c3ccccc32)cc1C (configuration not stated) | -3% | -3%
CCOc1ccc(NC(=O)Cn2cc(C(=O)c3ccc(CC)cc3)c(=O)c3cc(C)ccc32)cc1 | 0% | -25%
COc1ccc(-c2nc3ccc(C(=O)NCc4ccccc4)cc3nc2-c2ccc(OC)cc2)cc1 | 0% | 7%
CN(C)CCCn1ccc2c(cnc3c(-c4ccc(Cl)cc4)cnn32)c1=O | 6% | -28%
CCC(C)NC(=O)CSc1nc2ccccc2o1 (configuration not stated) | -7% | 5%
CCc1ccc(Sc2cc(C(=O)NCc3ccccc3OC)c3ccccc3n2)cc1 | -8% | -37%
Fc1ccc(SCc2ccnc(Cl)c2)cc1 | -1% | -5%
Cc1ccc(OCCSc2nnc(COc3ccccc3Cl)n2C)cc1 | -14% | -23%
CCN(CC(=O)NC(C)(C)C)c1nc(-c2cccs2)nc2ccccc12 | -8% | 4%
CSc1cccc(NC(=O)CC(C)(C(=O)O)c2ccccc2)c1 (configuration not stated) | 1% | 0%
COc1ccccc1CNC(=O)Cn1c(=O)nc(-c2ccccc2F)c2cc(Cl)ccc21 | 0% | 15%
CCOC(=O)CNC(=O)c1cc2c(=O)oc3ccccc3c2s1 | -11% | 5%
C/C(=N\NC(=O)C(C)C)c1ccccc1 | -10% | -6%
O=C(Nc1cn[nH]c1)c1cc[n+]([O-])cc1 | 3% | -1%
COc1ccc(NC(=O)C2CCCN(S(=O)(=O)c3c(C)[nH]c(=O)[nH]c3=O)C2)cc1OC (configuration not stated) | -4% | 25%
Cc1nn(C)c2c1c(C(F)(F)F)cc(=O)n2CC(=O)NCc1ccccc1Cl | -3% | -6%
CCCNC(=O)C1CCC(Cn2c(=O)c3sccc3n(CC(=O)NCc3cccc(OC)c3OC)c2=O)CC1 (configuration not stated) | -11% | 40%[activator]
CC/C=C(/C)C(=O)NCc1sccc1C | 8% | -1%
O=C(NCC(=O)N1CCCC1)c1n[nH]c(=O)c2ccccc12 | 3% | 6%
COc1cccc(-c2ccc3nnc(SCC(=O)N4CCCc5ccccc54)n3n2)c1 | -9% | -17%
CCN(Cc1ccccc1)C(=O)c1cc2cc(OC)ccc2oc1=O | 2% | 2%
CC(=O)c1ccc(N2CCN(S(=O)(=O)c3ccc(-c4cc(C(F)(F)F)on4)s3)CC2)cc1 | -7% | -8%
CCC(C)n1c(=N)c(S(=O)(=O)c2ccc(C)cc2)cc2c(=O)n3cc(C)ccc3nc21 (configuration not stated) | 16% | 26%
Cc1occc1-c1nc(-c2ccc(Cl)cc2)no1 | 0% | 0%
NC(=O)c1ccc(NC(=O)c2cn(Cc3ccccc3)nc2-c2ccc(Cl)cc2)cc1 | -13% | 2%
CCc1ccc(OCC(=O)Nc2cc(-c3ccc(C)cc3)no2)cc1 | -11% | -4%
O=C(COc1ccc2c(=O)c(-c3ccccc3Cl)coc2c1)Nc1ccccc1Cl | -9% | -13%
Cc1ccccc1-c1ccc2ccccc2n1 | -6% | -9%
COC(=O)c1c(C)sc2c1OC(N)=C(C#N)C21C(=O)N(Cc2cccc(F)c2)c2ccccc21 (configuration not stated) | -18% | 36%[activator]
COC(=O)c1cc(S(=O)(=O)NCC2CCN(Cc3ccc(F)cc3)CC2)cn1C | -13% | 11%
COc1cc(OC)cc(C(=O)Nc2cc(-c3nc4ccccc4[nH]3)ccc2C)c1 | 10% | ?
COCCn1c(C)cc(C(=O)CSc2nnc(CN3CCCC3)n2-c2ccccc2)c1C | -16% | -6%
Cc1c(-c2ccccc2)oc2c(C(=O)N3CCCN(Cc4ccc(F)cc4)CC3)cccc2c1=O | -2% | -24%

Look-ups from above:
Under UDG counter, `CC/C=C(/C)C(=O)NCc1sccc1C` has 8%
Under UDG counter, `COC(=O)c1c(C)sc2c1OC(N)=C(C#N)C21C(=O)N(Cc2cccc(F)c2)c2ccccc21` (configuration not stated) has -18%
Under UDG counter, `COc1ccc(NC(=O)C2CCCN(S(=O)(=O)c3c(C)[nH]c(=O)[nH]c3=O)C2)cc1OC` (configuration not stated) has -4%
Under AID inhibitor, `COC(=O)c1cc(S(=O)(=O)NCC2CCN(Cc3ccc(F)cc3)CC2)cn1C` has 11%
Under AID inhibitor, `Cc1c(-c2ccccc2)oc2c(C(=O)N3CCCN(Cc4ccc(F)cc4)CC3)cccc2c1=O` has -24%
Under UDG counter, `NC(=O)c1ccc(NC(=O)c2cn(Cc3ccccc3)nc2-c2ccc(Cl)cc2)cc1` has -13%

Later entries
SMILES | UDG counter | AID inhibitor
COC(=O)c1ccc(NC(=O)CSc2ccc(-c3cccs3)nn2)cc1 | -2%[57.5 µM] | -8%
Cc1ccc(-n2nc(C(=O)Nc3ccc(C)c(F)c3)c(=O)n(C)c2=O)cc1 | 1% | -17%
Cc1cc(C)c2ccc3ccccc3c2n1 | 2% | -10%
CC(=O)Nc1nonc1-c1nnc(SCC(=O)Nc2ccc(C)c(Cl)c2)n1C | 6% | 1%
COc1ccccc1-c1nc2c(c(SCc3cc(C)ccc3C)n1)Cc1c(CO)cnc(C)c1O2 | -7% | -20%
CNC(=O)Nc1ccc(NC(=O)c2cc3ccc(OC)cc3nc2C)cc1 | 2% | 4%
COc1ccc(C)cc1NC(=O)Cn1nc(N2CCN(c3ccccc3OC)CC2)ccc1=O | -14%[57.5 µM] | -3%
COc1cc(/C=C/c2nc(C#N)c(NC3CCCCC3)o2)cc(OC)c1OC | -4% | -14%
CCc1cccc(C)c1NC(=O)Cn1ccn(-c2ccc(F)cc2)c(=O)c1=O | -2%[57.5 µM] | 11%
Cc1cc(=O)oc2cc(Br)ccc12 | -6% | -11%
Cc1cccc(Cn2c(SCc3ccc(C(=O)NCc4ccccc4F)cc3)nc3cccnc32)c1 | -3% | -8%
O=C(Nc1ccccc1)N(Cc1cccc(O)c1)C1CCC(O)CC1 (configuration not stated) | 2% | 2%
Cc1cc(C(=O)CSc2ccccc2Br)c(C)[nH]1 | -17% | -3%
CNc1c(NC(=O)c2cc(OC)cc(OC)c2)c(=O)oc2ccccc12 | 10% | 5%
Cc1ccn2c(Nc3ccc4c(c3)OCO4)c(-c3ccc(N(C)C)cc3)nc2c1 | 7% | 8%
Cc1cc(NC(=O)c2cc(-c3ccc(F)cc3)on2)no1 | 6% | 6%
CC1(C)CC(=O)c2c(oc3c(Cl)cc(NS(=O)(=O)c4ccc(Br)cc4)cc23)C1 | -1% | 3%
CCn1c(SCC(=O)c2ccc(C#N)cc2)nnc1-c1ccccc1C | -4% | -6%
COC(=O)/C(C#N)=N\O | -1% | -8%
Cc1ccc2scc(N3CCc4ccccc4C3)c(=O)c2c1 | 8% | 5%
O=C(Nc1nc2n(n1)C(c1ccc(F)cc1)C=C(c1ccc(Cl)cc1)N2)c1ccco1 (configuration not stated) | -2% | -9%
COc1ccc(CNC(=O)C(C)Oc2ccc(CC(=O)O)cc2)cc1 (configuration not stated) | -2% | -8%
Cn1nc(C(=O)OCCOc2ccc(Br)cc2)c2ccccc2c1=O | -3% | -20%
Cc1cc(C)c(C(=O)O)c(C)c1 | 8% | 7%
O=C1CN(C(=O)Cc2ccc(F)cc2)C(c2ccccc2)c2cc(Br)ccc2N1 (configuration not stated) | -9% | -8%
CCc1c(C(=O)O)csc1C | -3% | 7%
CSc1ccc(CNC(=O)CCn2ccc3cc(S(=O)(=O)N4CCC(C)CC4)ccc32)cc1 | -11% | -24%
CCCC(CCC)C(=O)Nc1ccc(OC)cc1 | 9% | 5%
Fc1ccc(CNC(=S)Nc2ccccc2)cc1 | 5% | 10%
Cn1c(=O)c(=O)n(C)c2cc(S(=O)(=O)CCC(=O)Nc3ccc(F)cc3)ccc21 | -1% | 7%
COc1cc(NC(=O)c2cc3c(s2)-c2ccccc2OC3)cc(OC)c1OC | -2% | -29%
CSc1ncc(Cl)c(C(=O)N(C)c2ccccc2)n1 | 9% | 9%
COc1cc(C(=O)Nc2cccc(Cl)c2N2CCCC2)cc(OC)c1OC | ? | ?
CC1=C/C(=N/NC(=S)NC2CCCCC2)CC(C)(C)C1 | -16% | -5%
CCC1c2ccsc2CCN1C(=O)CC12CC3CC(CC(Br)(C3)C1)C2 (configuration not stated) | 8% | -12%
CC1=Nc2cc(C(=O)NC3CCCCC3)ccc2Sc2ccc(Cl)cc21 | -5% | 5%
CC1=C(C(=O)Nc2ccc(Cl)cc2)C(C(C)C)n2nc(SCc3cccc(C)c3)nc2N1 (configuration not stated) | 4% | 1%
CCOC(=O)N1CCN(S(=O)(=O)N2CCCC(C(=O)NCc3cc(OC)ccc3OC)C2)CC1 (configuration not stated) | -5% | 2%
Cc1cccc(C(=O)NC2CCCc3ccccc32)c1C (configuration not stated) | -1% | 2%
C=Cc1ccc(Cn2c(C(=O)O)c(CNCc3ccccc3)c3ccc(C)cc32)cc1 | -4% | ?
C=CCc1c(C)nc2nc(SCC(=O)Nc3cccc(Cl)c3)nn2c1C | -8% | ?
CSc1ccccc1C(=O)Nc1ccccc1C(C)(C)C | -8% | -2%
Cc1nn(-c2ccccc2)c2c1N(CCCC(=O)NCc1ccc(OC(C)C)cc1)C(=O)CS2 | ? | ?
N#CC1(NC(=O)CSCc2ccc(Cl)cc2)CCCCCC1 | -6% | -15%
Cc1ccc(S(=O)(=O)CC(=O)c2cccc(Br)c2)cc1 | 0% | -3%

Compound activity as filed in PubChem BioAssay.
